mABHD4 FP: inhibitors of mouse ABHD4; Q8VD66; purified mABHD4, FP-Rh probe fluorescence polarization; inhibition, % at 8.92 µM; 370,000 compounds, 0.54% hits;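 active = inhibition exceeding the mean over every tested compound plus 3 SD, cut at about 30% in these data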;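 also: 0% = plate median of compound wells and 100% = S159A mutant with DMSO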
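assay system = mABHD4 protein | compound dosing = single nominal dose of 8.92 µM, 0.89% DMSO final | read-out basis = percent inhibition of probe binding, normalized to plate controls | schedule = Enzyme–compound pre-incubation 45 min, then probe 60 min, both 25 °C | detection = fluorescence polarization, excitation 525 nm, emission 598 nm, BODIPY TMR filters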
UHRF1 binding: blocks human UHRF1 binding to methylated DNA. AID 687016. 370,000 compounds, 0.75% hits. inhibition, % at 4.4 µM. Q96T88. UHRF1 binding to methylated oligo, TR-FRET; in the data active = inhibition above about 21%;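 also: UHRF1 SRA domain binding a hemimethylated CpG hairpin DNA probe; 0% = median of test compound wells and 100% = reference inhibitor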
TCR CD3 inh: blocks the human TCR-CD3 interaction. TAMRA-labeled TCR probe fluorescence, biochemical. inhibition, % at 9.4 µM. 360,000 compounds, 0.37% hits. AID 651800; in the data active = inhibition above about 19%;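 also: recombinant mutant TCR 2C K166C tagged with TAMRA read by polarization; 0% = receptor in buffer alone and 100% = receptor with positive control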
LEDGF integ inh: blocks HIV-1 LEDGF/p75-dependent DNA integration | 370,000 compounds, 0.64% hits | TR-FRET IN-LEDGF/p75 DNA integration, Eu/Cy5 | inhibition, % at 3.7 µM;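 active = inhibition above the screen-wide mean plus 3 SD, cut at about 13% in these data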;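 also: signal is the Cy5 over europium emission ratio at 671 and 618 nm; 0% = plate median of compound wells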
TDP2 inh: TDP2 (human) inhibition, absorbance primary screen. recombinant TDP2, T5PNP hydrolysis, p-nitrophenol absorbance 415 nm. inhibition, % at 12.8 µM. 370,000 compounds, 0.34% hits. AID 720702;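 active = inhibition above the mean of all tested compounds plus 3 SD, set per campaign, cut at about 25% in these data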;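 also: 0% = DMSO with enzyme and 100% = buffer with substrate but no TDP2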
Target sequence (O95551 whole entry, looked up): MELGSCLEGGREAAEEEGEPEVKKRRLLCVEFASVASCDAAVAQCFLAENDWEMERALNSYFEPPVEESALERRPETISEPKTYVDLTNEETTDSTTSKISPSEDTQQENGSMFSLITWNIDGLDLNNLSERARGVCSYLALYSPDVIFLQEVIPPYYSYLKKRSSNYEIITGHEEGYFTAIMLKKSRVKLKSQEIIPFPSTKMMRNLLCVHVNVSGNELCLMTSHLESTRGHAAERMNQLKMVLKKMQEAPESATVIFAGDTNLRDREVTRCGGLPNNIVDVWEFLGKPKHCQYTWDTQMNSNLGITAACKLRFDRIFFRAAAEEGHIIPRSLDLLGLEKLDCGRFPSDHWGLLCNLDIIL
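System – recombinant human TDP2 · Amount – 120 nM TDP2 per well · Buffer or medium – Mg2+-containing Tris-HCl buffer, pH 7.5 · Reagent – T5PNP substrate, 5 mM · Dosing – 12.8 µM single point, 1% DMSO · Incubation – 2 h at 37 °C · Measured by – epi absorbance · Read-out basis – percent inhibition · Benchmarks – high control without enzyme, low control DMSO plus TDP2 · Repeats – singlicate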
PG9 Ab binder: binds the HIV-1 gp120 antibody PG9. inhibition, % at 6.7 µM. AID 624416. TR-FRET gp120-PG9 antibody binding. 360,000 compounds, 0.43% hits; in the data active = inhibition above about 8.5%
SIAE inh: blocks human sialic acid acetylesterase; Q9HAT2; SIAE FP-Rh probe binding, fluorescence polarization; inhibition, % at 9.66 µM; 370,000 compounds, 0.69% hits; AID 1053197;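 active = inhibition above a cutoff: mean of compounds within the control limits plus 3 SD of those, cut at about 17% in these data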;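 also: 0% = plate median of compound wells and 100% = probe without SIAE protein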
Tn7 DDE FP: disrupts Tn7 cyclic peptide binding to fibrin D-Dimer-E complex. FP displacement of FITC-Tn7 peptide from fibrin DD(E); 0% = median of compound wells per plate. inhibition, % at 8.3 µM. P02675. 370,000 compounds, 0.13% hits;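 active = inhibition above the mean of compounds falling within the control limits plus 3 SD of them, cut at about 14% in these data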;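 also: 0% = plate median of compound wells and 100% = 10 µM Aha-Tn7 peptide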
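Also added: labelled Tn7 tracer, 0.1 µM; Assay system: human fibrin DD(E) protein; Amount: 2 µM fibrin DD(E); Schedule: 10 min compound pre-incubation, 3 h probe incubation at room temperature; Repeats: one replicate per compound; Read-out basis: percent inhibition; Measured by: fluorescence polarization of the labelled Tn7 tracer.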
PRMT1 inh: inhibitors of human PRMT1 | Q99873 | recombinant PRMT1, activity-based probe fluorescence polarization | inhibition, % at 2.79 µM | 370,000 compounds, 1.3% hits;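 active = inhibition above about 21% made by adding two undisclosed values, limit read from the data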
HTRA1 inh: HTRA1 (human) protease inhibition | Q92743 | recombinant HTRA1, FP-rhodamine activity-based probe, fluorescence polarization | inhibition, % at 5.96 µM | 340,000 compounds, 0.5% hits | AID 504803; in the data active = inhibition above about 36%;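 also: 0% = enzyme with DMSO and 100% = wells lacking enzyme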
Target sequence (Q92743 whole entry, looked up): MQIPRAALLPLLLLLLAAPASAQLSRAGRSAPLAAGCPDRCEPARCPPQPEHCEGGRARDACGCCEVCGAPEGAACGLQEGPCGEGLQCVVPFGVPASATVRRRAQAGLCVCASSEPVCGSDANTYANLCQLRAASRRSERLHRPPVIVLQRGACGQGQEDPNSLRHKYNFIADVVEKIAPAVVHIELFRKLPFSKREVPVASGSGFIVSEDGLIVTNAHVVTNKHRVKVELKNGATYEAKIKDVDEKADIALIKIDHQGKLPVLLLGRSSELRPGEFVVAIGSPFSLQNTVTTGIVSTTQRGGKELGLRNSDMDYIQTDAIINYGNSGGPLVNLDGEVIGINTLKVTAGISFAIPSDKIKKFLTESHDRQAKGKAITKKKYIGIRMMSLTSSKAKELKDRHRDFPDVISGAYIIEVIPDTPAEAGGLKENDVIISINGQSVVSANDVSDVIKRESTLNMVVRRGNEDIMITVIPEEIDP
Numbers without * were called inactive; . = not tested or not shown. An unsorted share of the library, and some 4.2% of all compounds hit somewhere here.

Fields: mABHD4 FP	UHRF1 binding	TCR CD3 inh	LEDGF integ inh	TDP2 inh	PG9 Ab binder	SIAE inh	Tn7 DDE FP	PRMT1 inh	HTRA1 inh
(1) COc1cc(NC(=O)COC(=O)c2nc3nc(C)cc(C)n3n2)cc(OC)c1
    3	2	-8	-2	7	-1.0	-5	2	2	7
(2) CCOc1ccc(N(CC(=O)Nc2ccc(Cl)cc2)S(C)(=O)=O)cc1
    -1	0	2	1	-1	-1.3	-3	-6	-1	-5
(3) CN(C(=O)c1coc(=O)c2ccccc12)c1ccc(F)cc1
    -5	1	-1	2	-2	-3.5	-6	-2	0	5
(4) Cc1ccc(C)n1NC(=O)c1ccc(O)cc1
    -11	0	1	0	6	0.1	4	4	2	17
(5) Cc1ccc(C(=O)N2CCN(c3ccccn3)CC2)cc1Cl
    5	4	-5	-4	8	-0.5	1	4	1	0
(6) CN(C)C(=O)c1ccc(Cl)cc1[N+](=O)[O-]
    4	-2	6	4	10	0.9	-1	-8	-2	-1
(7) O=C1CN(C(=S)Nc2ccccc2Cl)CCN1
    -8	6	-5	4	8	1.9	0	2	6	0
(8) O=C(CSc1nc(Cc2ccccc2)nc2ccccc12)Nc1nc2c(s1)CCCC2
    1	1	3	3	5	-1.9	-7	-4	-3	-54
(9) COc1cccc(/C=N/Nc2ncc(C)c(=O)[nH]2)c1OC
    -4	-1	2	1	10	-1.5	0	0	-3	1
(10) COc1ccc(NC(=O)c2ccc3c(SCC(=O)O)c4c(nc3c2)CCCC4)cc1Cl
    1	-2	5	1	12	0.6	1	5	-1	.
(11) Cc1cc(C)cc(NC(=O)c2cc(C)nn2C)c1
    -5	1	-5	-5	-3	-0.5	0	2	0	-4
(12) CC(C)N(Cc1nc(-c2ccccc2)no1)C(=O)c1ccc([N+](=O)[O-])cc1
    -2	-2	6	-8	-6	-1.6	1	0	-4	-1
(13) CC(=O)c1ccc([C@H](O)[C@@H](C(=O)N(C)c2ccccc2)C2CC2)cc1
    -1	-2	.	2	4	.	9	-6	-1	.
(14) CC(=O)Nc1ccc(NC(=O)Cn2c(=O)n(-c3ccc(C)cc3)c(=O)c3oc4ccccc4c32)cc1
    -4	-2	1	1	-6	-0.4	-12	3	0	4
(15) CCN(CC)CCNC(=O)c1cc(Nc2ccc(OC)c(OC)c2)nc2ccccc12
    6	1	-7	-8	-3	-9.1	-3	-4	1	3
(16) COC(=O)C1=C(C)NC(C)=C(C(=O)OC)C1C(=O)OCC(=O)NC1CCCCC1C (configuration not stated)
    3	9	9	-2	5	-0.7	2	-3	-5	-6
(17) O=C(O)c1ccccn1
    6	0	3	0	-11	-2.6	5	4	-4	1
(18) O=C(NCC1CCCN(Cc2ccc3c(c2)OCCO3)C1)c1ccc2c(c1)OCO2 (configuration not stated)
    -2	1	8	1	13	-0.6	-2	4	0	-4
(19) CC(C)c1ccc(NC(=O)c2cc(S(=O)(=O)N3CCCC3)c[nH]2)cc1
    -19	-4	-3	1	5	-1.4	-2	1	1	-10
(20) Cn1nnnc1SCC(=O)N1CCN(S(=O)(=O)c2ccc(Cl)cc2)CC1
    0	-2	2	1	1	-2.0	-1	-8	1	5
(21) Cc1cc(=O)oc2cc(NC(=O)Cc3ccccc3[N+](=O)[O-])ccc12
    -1	1	-4	1	-6	-2.5	-2	0	2	5
(22) COC(=O)CNC(=O)CSc1nc2sccc2c(=O)n1-c1ccccc1
    -1	-3	4	8	-2	-0.1	2	4	-1	-9
(23) CC1Nc2nc(N(C)C)[nH]c(=O)c2NC1C (configuration not stated)
    1	-4	4	3	-13	-1.1	1	-2	-1	5
(24) CCc1noc(C)c1C(=O)N(C)CC(=O)Nc1ccc(Cl)c(Cl)c1
    0	-1	1	2	-3	-2.1	5	-3	0	6
(25) CCO[C@@H]1c2c(ccc3ccc(=O)oc23)OC(C)(C)[C@H]1O
    1	1	-1	0	1	0.9	-4	-14	-1	0
(26) COc1cc2c(cc1OC)C(NC(=O)C(F)(F)F)C/C2=N\O (configuration not stated)
    6	-4	2	2	6	1.6	0	-5	1	0
(27) CCN(CC)CCCNc1ccc2ncn3c4ccc(O)cc4c(=O)c1c23
    13	-208	1	36*	87*	-19	2	40*	116*	10
(28) CCOc1ccccc1N1CC(C(=O)Nc2ccc(S(=O)(=O)N3CCCCC3)cc2)CC1=O (configuration not stated)
    3	0	3	-1	6	-1.9	2	4	-3	6
(29) N#Cc1ccc(-c2cccnc2)nc1SCC(N)=O
    0	-3	5	5	-3	0.4	6	-2	-1	.
(30) Cn1c(SCC(=O)c2ccc3c(c2)Cc2ccccc2-3)nnc1-c1cccc(N)c1
    -7	-4	7	-1	4	-0.9	4	10	2	-25
(31) COc1ccccc1NC(=O)/C(N=Nc1ccc(C)c(S(=O)(=O)Nc2ccccc2Cl)c1)=C(\C)O
    3	2	-1	-3	-3	-0.4	-20	-3	-1	-5
(32) O=C(CCSCc1ccc(Cl)cc1)NCc1cccs1
    -2	0	-3	-1	0	-1.7	5	11	2	-3
(33) CCCCc1nc(SCC(=O)Nc2nnc(CCCC)s2)n[nH]1
    -1	1	1	-2	8	-0.8	-1	5	3	-16
(34) Cn1ncc([N+](=O)[O-])c1C(=O)Nc1ccccc1C#N
    6	-2	2	-1	-3	0.4	4	4	0	10
(35) O=C(N/N=C/c1cccs1)c1ccc2ncccc2c1
    2	-1	6	5	-3	1.5	2	-3	0	5
(36) CC(OC(=O)c1ccco1)C(=O)NC1CCCC1 (configuration not stated)
    1	1	-1	-1	-2	-0.1	-8	2	-1	3
(37) O=C(Nc1ccccc1N1CCOCC1)c1cc2c(s1)CCCCC2
    -5	0	-3	0	8	-0.7	0	1	1	-13
(38) N/C(=N\OC(=O)C12CC3CC(CC(C3)C1)C2)c1ccncc1
    -2	0	7	1	11	0.3	-1	3	0	.
(39) CCOC(=O)C1(C)CCN1C(=O)c1ccccc1Br (configuration not stated)
    1	-2	10	2	7	-1.2	-1	-6	1	.
(40) O=C(NC1CCCCC1)C(c1ccccn1)N(C(=O)c1csnn1)C1CC1 (configuration not stated)
    -4	0	1	1	-6	-1.2	0	-2	0	.
(41) COc1ccc(-n2c(C)cc(/C=C3\C(=N)N4N=C(CC(=O)N5CCOCC5)SC4=NC3=O)c2C)c(OC)c1
    -12	-1	2	3	10	-1.3	-10	3	3	-11
(42) CCOc1ccc2c(=O)c(Oc3ccccc3OCC)coc2c1
    -3	3	1	0	-24	-3.4	-8	-4	-3	2
(43) O=C(NN1CC(C(=O)OCc2ccc(Br)cc2)CC1=O)c1ccccc1 (configuration not stated)
    -3	-1	1	3	8	-0.2	-8	7	6	10
(44) S=c1[nH]nc(Cc2ccccc2)n1-c1ccccc1
    4	0	-2	-3	-9	1.4	2	-2	-3	9
(45) N#Cc1ccc(-c2nc3cc(Cl)ccc3c(=O)n2O)cc1
    -4	0	-3	1	-12	1.1	-3	0	3	3
(46) CCOc1ccc(CN2CCN(Cc3cc4ccccc4[nH]3)CC2CCO)cc1 (configuration not stated)
    11	-4	5	6	-6	-1.4	3	-3	1	1
(47) CCOC(=O)N1CCC(NC(=O)c2cc3c(C)nc4ccccc4c3o2)CC1
    2	1	-6	-5	7	-2.1	6	-2	6	4
(48) COc1ccc(NC(=O)c2cc(-c3ccc(C)cc3)on2)cc1OC
    0	-3	4	2	14	-0.8	-2	1	-2	4
(49) CC(=O)SCC[N+](C)(C)C
    -11	-3	8	1	0	-2.7	2	1	14	0
(50) COc1ccc(NC(=O)CN2CCc3ccccc3C2)c(OC)c1
    0	-1	10	5	10	-0.5	0	1	-2	9
(51) CCCCOc1ccc(C(=O)NCC(=O)N2CCN(C/C=C/c3ccccc3)CC2)cc1
    -11	-2	3	-3	0	-0.1	1	9	0	-12
(52) CC(=O)Nc1c2c3c(cccc3n(C)c1=O)C(=O)c1ccccc1-2
    -7	-4	-1	3	-8	-2.9	-1	0	7	4
(53) COC(=O)NCC(c1ccc2c(c1)OCO2)N1CCN(c2ccc(OC)cc2)CC1 (configuration not stated)
    -3	4	-2	1	5	-1.2	-3	3	-4	3
(54) C=CCNC(=O)N[C@@H](Cc1ccccc1)C(=O)OC
    6	-2	3	3	-3	-2.3	-4	0	-5	1
(55) CNc1ccccc1C(=O)OC(C)C(=O)Nc1ccc(Cl)cn1 (configuration not stated)
    -5	3	-2	-7	-15	1.9	0	-5	9	-18
(56) Nc1nnc(-c2ccc(Cl)c(Cl)c2)s1
    0	-3	-6	-2	3	-0.1	0	4	0	1
(57) CN(C(=O)Cn1c(=O)oc2ccccc21)C1CCCCC1
    3	0	1	2	6	-1.7	2	-2	0	-6
(58) COc1ccccc1-n1c(C)nc2cc(C(=O)O)ccc21
    0	6	8	-1	2	-2.2	17*	-7	1	10
(59) O=C(C1CCCCC1)n1ccc2ccc(-c3ccc4ccn(Cc5ccccc5)c4c3)cc21
    7	-2	.	0	7	.	-3	0	0	.

High-throughput results deposited in PubChem by The Scripps Research Institute Molecular Screening Center.
